Source: PubChem
miR-122 sensor: blocks miR-122 activity in Huh7 sensor cells | AID 602342 | Huh7 miR-122 Renilla luciferase sensor, 48 h; neutral wells = 0, positive control = 100 | hit rate 0.3% among 340,000 | activation (reporter increase), % at 12.5 µM;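 active = mean replicate activation score at least 90 and every replicate individually at or above 90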;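 also: higher luciferase means less miR-122 activity so hits act as miR-122 inhibitors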
EWS-Fli block: blocks EWS/Fli oncoprotein-driven transcription | AID 651661 | inhibition, % at 12.6 µM | A673 NR0B1-luciferase reporter, viability-normalised | hit rate 0.67% among 350,000;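 active = mean inhibition of at least 50% after viability correction, with every replicate also passing that limit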;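 also: firefly luciferase signal divided by Alamar Blue viability fluorescence both relative to DMSO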
LGR2 antag: inhibitors of bursicon-induced Drosophila LGR2 receptor cAMP signaling | inhibition, % at 9.99 µM | HEK293 LGR2, CRE-luciferase, bursicon-stimulated, 4 h | hit rate 0.35% among 380,000;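 active = drop in luminescence signal, shown as inhibition above about 50% in the replicate tests, limit read from the data, passing the limit was not always enough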;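 also: agonist challenge used bursicon conditioned medium at about half maximal strength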
PGC1a acetyl inh: PGC1a acetylation modulation, inhibitor mode. AID 651687. U2OS PGC1a acetylation, AlphaScreen anti-acetyl-lysine; with virally co-expressed GCN5 acetyltransferase. hit rate 0.17% among 350,000. inhibition, % at 15.6 µM;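 active = every replicate shows inhibition of at least 40%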;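 also: 0% = neutral control wells and 100% = positive control wells; some results beyond the cut were filed as inactive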
Cneo AK release: causes C. neoformans cell lysis | adenylate kinase release luminescence, 4 h; normalised: neutral wells 0, clomiphene wells 100 | lysis activity, % at 15 µM | AID 651654 | hit rate 0.2% among 360,000;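 active = mean lysis activity across replicates of at least 80%, whatever share of replicates individually reach that level; inactive = mean lysis activity below 80%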
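Material – Cryptococcus neoformans yeast cells · Quantity – 5 × 10^6 yeast cells/mL · Buffer or medium – YPD medium · Compound – single dose · Timing – 4 h static compound exposure, 37 °C, read 1 h post-reagent · Signal – adenylate kinase release luminescence · Read-out basis – lysis from increased AK signal · Benchmarks – Clomiphene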
PAX8 reporter: PAX8 transcriptional activity inhibition; RMG-I TPO-luciferase reporter, SteadyGlo, 24 h; inhibition, % at 12.6 µM; hit rate 1.2% among 360,000; AID 652154;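 active = mean replicate inhibition at least 60% with every replicate also reaching 60%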;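 also: luciferase light reporting Pax8 driven TPO promoter activity; plate controls were median of neutral control wells for no effect and mitoxantrone controls for full effect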
CASP6 VEID inh: blocks human caspase-6 cleavage activity | P55212 | inhibition, % at 12.5 µM | hit rate 0.53% among 350,000 | purified caspase-6, Z-VEID-R110 cleavage fluorescence;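 active = mean inhibition across replicates at least about 35%, with every replicate also reaching that limit, limit read from the data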;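 also: 0% = median of neutral control wells and 100% = no fluorescence left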
Target sequence (P55212 24-179 limits assumed): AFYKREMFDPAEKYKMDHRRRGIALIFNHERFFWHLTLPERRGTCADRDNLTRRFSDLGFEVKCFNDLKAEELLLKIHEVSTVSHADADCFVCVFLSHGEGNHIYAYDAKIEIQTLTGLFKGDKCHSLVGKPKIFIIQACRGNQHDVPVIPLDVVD
Target sequence (P55212 194-293 limits assumed): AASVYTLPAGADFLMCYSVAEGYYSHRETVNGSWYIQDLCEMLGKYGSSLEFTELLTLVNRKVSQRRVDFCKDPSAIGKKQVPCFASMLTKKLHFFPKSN
FN deposit inh: fibronectin deposition inhibition; AH1F fibroblasts, Alexa488-fibronectin deposition fluorescence, overnight; inhibition, % at 12.6 µM; hit rate 0.086% among 350,000;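 active = mean inhibition across replicates of 30% or more, regardless of how many single replicates reach that level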;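 also: positive control wells lacked labelled fibronectin entirely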
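Material: AH1F fibroblast monolayer depositing Alexa488-labelled fibronectin into matrix / Amount: 10000 AH1F cells per well / Signal: fluorescence 485/525 nm / Medium: DMEM, 2% serum / Compound: single dose, pinned / Incubation: 1 h cell adhesion before compound, then overnight fibronectin incubation / Reagent: Alexa488-FN, 24 nM final / Read-out: inhibition of fibronectin deposition signal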
* marks the source's active call; other numbers are inactive results; nt = no result given; & = joins results of further samples; [ ] = remark or other dose.

The line under a structure holds: FN deposit inh, miR-122 sensor, PAX8 reporter, PGC1a acetyl inh, Cneo AK release, EWS-Fli block, CASP6 VEID inh, LGR2 antag
1) C[C@H]1CCCCO[C@@H](CN(C)C(=O)Nc2ccc(F)cc2)[C@@H](C)CN([C@@H](C)CO)C(=O)c2cc(NS(=O)(=O)c3cccs3)ccc2O1
  nt, 17[16.7 µM], -1, 1, 13, 11, -2, 6
2) CCOc1cc(CNCc2ccccn2)cc(Cl)c1OCC
  12, 0, 4, 2, -3, 9, 0, -2
3) CCCCCCCNC(=O)C1(CC2CC(c3ccc(Cl)cc3)=NO2)CCN(C(=O)CCCCCBr)CC1 (configuration not stated)
  -4, nt, 21, nt, 2, -4, nt, 4
4) O=C(NCCCN1CCCC1=O)C(=O)NCC1OCCCN1S(=O)(=O)c1ccccc1 (configuration not stated)
  9, -1, -3, -13, 0, -5, -1, 18
5) CCCC(=O)Nc1c2c(nn1-c1ccc(C)cc1)CS(=O)(=O)C2
  8, 13, 26, 3, 0, 16, -3, 6
6) CCN1C(=O)[C@@H]2[C@@H](c3ccc(-c4ccc(OC)cc4)c(OC)c3)N3CCC[C@@]3(C(=O)OC)[C@@H]2C1=O
  1, -2, -5, 2, 1, -5, 8, -11
7) C[C@@H]1CN([C@H](C)CO)C(=O)c2cc(C#CC(C)(C)O)cnc2O[C@@H]1CN(C)C(=O)c1ccccc1F
  3, 0[16.7 µM], nt, 4, -1, -11, 0, -2
8) Cc1cc(NCCc2c[nH]c3ccccc23)ccc1Nc1cccnc1
  -4, nt, 17, nt, nt, 8, -34, 0
9) Cc1cc(C)nc(Nc2n[nH]c(-c3cccc4ccccc34)n2)n1
  4, -1, -74, -3, 0, nt, nt, nt
10) CCn1c(SCC(=O)N2CCC(C)CC2)nc2c([nH]c3ccccc32)c1=O
  -5, 5, 22, -2, 12, 15, 1, -5
11) C=CC[C@H](CC(=O)OC(C)(C)C)C(=O)OC[C@@H]1CCCN1C(=O)[C@@H](CC=C)CC(=O)N[C@H](CO)Cc1ccccc1
  -12, 2, -3, nt, 2, 2, 2, -3
12) Cc1n[nH]c(=O)n(N=Cc2cccs2)c1=O
  1, 5, -7, 4, 2, 1, -1, 12
13) O=C(Cn1nc(-c2ccccc2)ccc1=O)N1CCCCC1
  7, 9, 18, nt, -1, 13, 9, -4
14) COc1cccc(OCC(O)CN2CCN(CCN3C(=O)c4cccc5cccc(c45)C3=O)CC2)c1 (configuration not stated)
  6, nt, 32, -4, nt, -21, 7, -25
15) O=C(O)c1cccnc1
  -1, 1, 5, -11, -3, -26, 3, 2
16) COc1ccccc1/C=C/C(=O)OCC(=O)NC1CCS(=O)(=O)C1 (configuration not stated)
  9, nt, -11, nt, nt, 10, 0, -1
17) CC1CN=C(N(C(=O)Nc2ccccc2)C(C)c2ccccc2)S1 (configuration not stated)
  5, 5, -16, 5, 7, -10, 0, -22
18) COc1ccc(CNC(=O)CN(Cc2ccco2)C(=O)CNS(=O)(=O)c2ccc(C)cc2)cc1
  2, 3, 0, -3, 1, 0, 1, 17
19) C[C@@H]1CN([C@H](C)CO)C(=O)Cc2cc(NS(=O)(=O)c3cccs3)ccc2O[C@@H]1CN(C)CC1CC1
  nt, -12[16.7 µM], nt, 0, -11, -5, -1, -2
20) CC(=O)Nc1ccc(/C(C)=N/NC(=O)CN(c2ccccc2Br)S(C)(=O)=O)cc1
  6, 4, -4, 9, 2, nt, nt, 12
21) CSC(=CC(=O)c1ccccc1)SC
  nt, -3, nt, -8, -2, nt, -1, -13
22) CC(C)NC(=O)Nc1ccc2c(c1)C(=O)N([C@@H](C)CO)C[C@H](C)[C@H](CN(C)C(=O)CCC(F)(F)F)OCCCC[C@@H](C)O2
  3, 4[16.7 µM], -11, 0, -1, nt, -5, -2
23) C[C@@H]1CN([C@@H](C)CO)C(=O)c2c(c3ccccc3n2C)-c2ccccc2CO[C@@H]1CN(C)C(=O)CCN(C)C
  5, nt, -12, -30, 54, -10, 0, -23
24) Cc1noc(C)c1S(=O)(=O)Nc1ccc2c(c1)CC(=O)N([C@H](C)CO)C[C@@H](C)[C@H](CN(C)Cc1ccc(C(=O)O)cc1)O2
  nt, 8[16.7 µM], 1, 2, -1, -9, -1, -5
25) COc1cccc(C(=O)Nc2ccc3c(c2)C(=O)N(C)[C@H]2CC[C@@H](CC(=O)NCCCN4CCOCC4)O[C@H]2CO3)c1
  0, nt, -20, nt, 39, -2, -1, 4
26) CCCN(C)C[C@H]1OCCCC[C@@H](C)Oc2ccc(NS(=O)(=O)c3ccc(C)cc3)cc2C(=O)N([C@@H](C)CO)C[C@H]1C
  nt, 1[16.7 µM], 22, -22, 1, nt, -4, 7
27) CCCN1C[C@@H](C)[C@@H](OC)CN(C)C(=O)c2cc(NC(=O)Nc3ccccc3F)ccc2OC[C@H]1C
  -5, nt, -3, -3, 1, -1, nt, -3
28) CC(=O)Nc1ccc(NC(=O)CSc2nc(=O)n(Cc3ccncc3)c3c2CCC3)cc1
  4, -2, nt, nt, 2, -2, 1, 10
29) COc1cccc(NS(=O)(=O)c2ccc3c(c2)CC(=O)N3)c1
  -1, 15, 1, -3, 0, 4, 1, -18
30) Cc1ccc(/C=N/n2c(C3CCCCC3)n[nH]c2=S)o1
  1, -7, 5, -1, -2, 14, 0, -8

Reprinted at random: two compounds from above.
The line under a structure holds: FN deposit inh, miR-122 sensor, PAX8 reporter, PGC1a acetyl inh, Cneo AK release, EWS-Fli block, CASP6 VEID inh, LGR2 antag
24) Cc1noc(C)c1S(=O)(=O)Nc1ccc2c(c1)CC(=O)N([C@H](C)CO)C[C@@H](C)[C@H](CN(C)Cc1ccc(C(=O)O)cc1)O2
  nt, 8[16.7 µM], 1, 2, -1, -9, -1, -5
26) CCCN(C)C[C@H]1OCCCC[C@@H](C)Oc2ccc(NS(=O)(=O)c3ccc(C)cc3)cc2C(=O)N([C@@H](C)CO)C[C@H]1C
  nt, 1[16.7 µM], 22, -22, 1, nt, -4, 7

Later entries.
The line under a structure holds: FN deposit inh, miR-122 sensor, PAX8 reporter, PGC1a acetyl inh, Cneo AK release, EWS-Fli block, CASP6 VEID inh, LGR2 antag
31) CCN(CC)S(=O)(=O)c1ccc2oc(C(=O)NCC3COc4ccccc4O3)c(C)c2c1 (configuration not stated)
  -12, 1, 26, 11, 0, nt, nt, nt
32) CC(C)NC(=O)N(C)C[C@H]1Oc2cc(C#C[C@H](C)O)ccc2S(=O)(=O)N([C@@H](C)CO)C[C@H]1C
  2, -30[16.7 µM], -4, 0, -2, 1, -2, -9
33) C=CCN1C(=O)[C@]2(O[C@H](CCO)[C@@H]([Si](C)(C)c3ccc(OC)cc3)[C@@H]2C)c2cc(I)ccc21
  nt, nt, 105*, -52, 5, 30, -2, nt
34) O=C(NCCCn1ccnc1)c1noc2c1CCc1ccccc1-2
  -3, -3, nt, 2, 1, nt, nt, 9
35) NC(=S)N/N=C1\CC(n2nnnc2-c2ccccc2)C2COC1O2 (configuration not stated)
  -8, -6, 3, -3, -1, 7, 1, -10
36) Cc1cccc(N=C2CCCC2C(=O)Nc2cccc(C)c2C)c1C (configuration not stated)
  -8, nt, 0, 4, -1, 9, 2, -15
37) COc1ccc(-c2cn(CC[C@H]3CC[C@@H](NC(=O)c4cnccn4)[C@@H](CO)O3)nn2)cc1
  1, nt, -9, -14, -2, -11, 2, -20
38) Cc1ccsc1CNC12CC3CC(CC(C3)C1)C2
  4, nt, -9, -2, nt, 6, 0, 1
39) O=C(COC(=O)c1ccc(S(=O)(=O)NCc2ccco2)cc1)Nc1ccccc1
  -2, 10, -3, nt, -2, -4, 2, 0
40) Cc1cccc(Nc2nc3c(S(=O)(=O)c4ccccc4)nnn3c3ccccc23)c1
  2, 0, -3, -7, 1, 1, -3, 0
41) O=C(Nc1ccc(F)cc1)C(c1cccc(F)c1)N1CCN(C(=O)c2ccco2)CC1 (configuration not stated)
  11, nt, -28, nt, nt, -15, 7, 3
42) CCOC(=O)CSc1nnc(CSc2nc(N)c3c(C)c(C)sc3n2)n1-c1ccccc1
  9, nt, -7, nt, nt, 5, 2, -1
43) C#Cc1ccc([C@@H]2C=C(C(=O)OCC=C)O[C@H](OCC)[C@H]2CCCO)cc1
  2, -9, 5&14, -16&6, -3&0, -5&-7, 0&4, -1
44) C/C=C/c1ccc([C@@H]2[C@@H](CO)N(CCC(F)(F)F)C23CN(C(C)=O)C3)cc1
  nt, nt, 1, 12, nt, 1, nt, 5
45) CC(C)C#Cc1ccc([C@@H]2[C@@H](CO)N3CCCCN(C(=O)NC(C)C)C[C@H]23)cc1
  nt, -27[16.7 µM], -50, 1, 0, 0, 0, -10
46) COc1ccc(NC(=O)Nc2ccc3c(c2)C(=O)N([C@@H](C)CO)C[C@H](C)[C@H](CN(C)C(=O)Nc2ccccc2)OCCCC[C@@H](C)O3)cc1
  2, 7[16.7 µM], 3, 12, -2, -6, 1, -15
47) C[C@@H]1CN([C@@H](C)CO)C(=O)Cc2cc(NC(=O)Nc3ccc4c(c3)OCO4)ccc2O[C@H]1CN(C)C(=O)Nc1ccc(C(F)(F)F)cc1
  nt, 1[16.7 µM], 18, 11, 5, 6, 0, -5
48) CCN(c1ccc(NC(=O)COC(=O)c2cccs2)cc1)C(C)C
  -4, 1, 8, 12, -1, nt, nt, nt
49) CNC[C@H]1Oc2ccc(NS(=O)(=O)c3c(C)noc3C)cc2C(=O)N([C@@H](C)CO)C[C@@H]1C
  0, -17[16.7 µM], -14, 0, 8, -5, -1, 11
50) COc1ccc(OCCSc2nc(N)cc(=O)[nH]2)cc1
  12, nt, -3, nt, nt, 5, 1, -4
51) CC(=O)c1cccc(NC(=S)NCc2ccco2)c1
  nt, nt, -11, nt, nt, -7, 1, 11
52) CO[C@@H](CN(C)C(=O)C1CCOCC1)[C@@H](C)CN([C@H](C)CO)S(=O)(=O)c1ccccc1
  -3, nt, nt, -1, 4, -3, 5, -21
53) O=C(/C=N/O)NCCCN1CCCCCC1
  nt, -5, nt, 0, 2, nt, nt, -3
54) O=C(CN1C(=O)NC2NC(=O)NC21)N/N=C/c1ccc(F)cc1 (configuration not stated)
  -15, nt, 16, -8, nt, 10, -2, 8
55) COc1cccc(-c2ccc([C@H]3[C@H](CO)N(C(=O)C4CC4)C34CN(C(C)=O)C4)cc2)c1
  nt, nt, 7, 2, nt, -4, 0, 17
56) O=C(NCc1ccc(F)cc1)C(c1ccccc1)N(C(=O)c1csnn1)C1CCCC1 (configuration not stated)
  -3, nt, 5, nt, -1, 8, -1, 11
57) COC(=O)C(N)Cc1ccc(OC)c([N+](=O)[O-])c1 (configuration not stated)
  1, nt, -1, nt, nt, 2, -4, 6
58) COc1cccc(-c2cnc3c(c2)C(=O)N([C@@H](C)CO)C[C@@H](C)[C@@H](CN(C)Cc2ccncc2)O3)c1
  -22, 1[16.7 µM], nt, -7, 3, -7, -2, 19
